PAD4 inh = PAD4 (human) enzyme inhibition | recombinant PAD4, RCA probe fluorescence polarization | inhibition, % at 6.36 µM | 330,000 compounds, 0.41% hits;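 active means percent inhibition above a cutoff equal to the mean of all tested compounds plus 3 SD, cut at about 15% in these data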;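 further: 0% = PAD4 with RCA probe and DMSO and 100% = probe without PAD4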
PME-1 primary = PME-1 (human) inhibition. Q9Y570. recombinant PME-1, FP-Rh probe fluorescence polarization. AID 2130. 320,000 compounds, 0.53% hits. inhibition, % at 5.9 µM;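 active means inhibition above the campaign mean of all compounds plus 3 SD, cut at about 26% in these data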;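 further: competitive labeling of PME-1 active site by serine hydrolase directed probe; 0% = PME-1 with DMSO and 100% = wells lacking PME-1 enzyme; inhibitors block probe labeling so polarization falls and inhibition rises; many of its hits are not listed in these tables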
Fam108B counter = Fam108B inhibition, counter-screen for RBBP9 inhibitors. inhibition, % at 9.51 µM. 300,000 compounds, 0.33% hits. recombinant Fam108B, FP-Rh probe fluorescence polarization;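 active means inhibition above the screen mean inhibition plus 3 SD, computed separately per campaign, cut at about 18% in these data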;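 further: inhibitors lower polarization as less probe binds the enzyme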
MEX-5 binding = C. elegans MEX-5 TCR-2 RNA binding activity. Q9XUB2. MEX-5/FITC-TCR2 RNA binding, fluorescence polarization; hits give low values. activity score (negative = inhibition of binding), % at 10 µM. 300,000 compounds, 0.38% hits. AID 1832;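 active means inhibition past about -25% in most replicates, and total fluorescence under double the plate's negative control median, limit read from the data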;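 further: 0% = DMSO and -100% = 5 µM competing unlabeled TCR2 RNA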
Target sequence (Q9XUB2 whole entry, looked up): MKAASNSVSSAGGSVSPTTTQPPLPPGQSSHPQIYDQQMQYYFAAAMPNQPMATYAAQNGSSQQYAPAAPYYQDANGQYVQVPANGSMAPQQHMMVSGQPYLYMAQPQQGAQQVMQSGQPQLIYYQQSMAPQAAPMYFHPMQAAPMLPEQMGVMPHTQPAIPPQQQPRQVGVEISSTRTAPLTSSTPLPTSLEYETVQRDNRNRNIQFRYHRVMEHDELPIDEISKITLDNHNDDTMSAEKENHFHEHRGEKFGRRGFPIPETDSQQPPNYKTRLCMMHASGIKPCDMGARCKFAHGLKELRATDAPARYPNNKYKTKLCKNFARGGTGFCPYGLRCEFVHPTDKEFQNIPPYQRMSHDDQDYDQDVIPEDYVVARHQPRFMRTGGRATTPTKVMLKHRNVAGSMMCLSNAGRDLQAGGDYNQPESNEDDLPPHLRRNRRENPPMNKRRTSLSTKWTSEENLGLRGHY
MCL1 BIM primary = disrupts human MCL1 binding to BIM-BH3 peptide. GST-MCL1 / FITC-Bim-BH3 fluorescence polarization. Q07820. 320,000 compounds, 0.68% hits. inhibition, % at 10.9 µM;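 active means inhibition above the mean inhibition of all tested compounds plus 3 SD, set per campaign, cut at about 40% in these data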;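 further: 0% = DMSO wells and 100% = unlabeled Bim-BH3 peptide control; higher means more loss of mP so more displacement of Bim peptide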
Target sequence (Q07820 whole entry, looked up): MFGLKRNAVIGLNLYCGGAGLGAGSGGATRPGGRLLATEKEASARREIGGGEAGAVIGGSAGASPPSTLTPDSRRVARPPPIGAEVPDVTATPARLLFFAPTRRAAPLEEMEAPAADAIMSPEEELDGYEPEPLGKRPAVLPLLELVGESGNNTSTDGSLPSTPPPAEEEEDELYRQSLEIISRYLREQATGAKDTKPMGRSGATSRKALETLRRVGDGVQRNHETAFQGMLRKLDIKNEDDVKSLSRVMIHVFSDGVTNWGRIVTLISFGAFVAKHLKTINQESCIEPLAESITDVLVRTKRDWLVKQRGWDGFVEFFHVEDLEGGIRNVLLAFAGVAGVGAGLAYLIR
BCLXL inh = blocks human Bcl-xL binding to Bim BH3 peptide | inhibition, % at 10.9 µM | GST-Bcl-xL / FITC-Bim BH3 peptide fluorescence polarization | 320,000 compounds, 0.7% hits | AID 2129 | Q07817;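 active means inhibition above the mean of all tested compounds plus 3 SD, cutoff set per campaign, cut at about 30% in these data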;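 further: 0% = DMSO wells and 100% = unlabeled Bim-BH3 peptide competitor; inhibitors lower millipolarization by displacing the labeled peptide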
GLD-1 TGE inh = GLD-1-TGE RNA interaction inhibition (C. elegans). purified GLD-1 + fluorescein TGE RNA, fluorescence polarization. 320,000 compounds, 0.44% hits. inhibition, % at 5.96 µM;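 active means percent inhibition above a per-plate cutoff, the plate mean of test compounds plus 3 SD, cut at about 30% in these data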;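 further: 0% = DMSO wells with GLD-1 and probe and 100% = wells lacking GLD-1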
TPT1 inh = C. albicans TPT1 enzyme inhibition. recombinant caTPT1, FP RNA substrate dephosphorylation. inhibition, % at 5 µM. 300,000 compounds, 0.81% hits;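 active means inhibition above the mean of all tested compounds plus 3 SD, set per screening campaign, cut at about 24% in these data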;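 further: plate controls were DMSO alone for no effect and ferristatin control at 100 nM for full effect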
GSTO1 counter = counter-screen for RBBP9 inhibitors: inhibitors of human GSTO1; P78417; 300,000 compounds, 1.1% hits; inhibition, % at 5.96 µM; recombinant GSTO1, activity-based probe fluorescence polarization;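 active means inhibition above the campaign mean inhibition plus 3 SD, cut at about 35% in these data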;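 further: 0% = GSTO1-1 with DMSO and 100% = wells lacking GSTO1-1 enzyme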
Target sequence (P78417 whole entry, looked up): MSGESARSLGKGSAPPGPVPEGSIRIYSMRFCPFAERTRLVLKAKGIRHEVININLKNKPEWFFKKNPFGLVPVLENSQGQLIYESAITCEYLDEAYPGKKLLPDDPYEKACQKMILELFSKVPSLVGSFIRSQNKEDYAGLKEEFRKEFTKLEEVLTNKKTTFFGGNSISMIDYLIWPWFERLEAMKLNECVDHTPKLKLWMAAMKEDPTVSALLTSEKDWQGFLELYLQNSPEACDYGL
The depositor's hits bear a star; . = no result given. These rows are one share of the data (hit frequency here may not be typical).

| Compound | PAD4 inh | PME-1 primary | Fam108B counter | MEX-5 binding | MCL1 BIM primary | BCLXL inh | GLD-1 TGE inh | TPT1 inh | GSTO1 counter |
| --- | --- | --- | --- | --- | --- | --- | --- | --- | --- |
| COc1ccccc1CCNC(=O)C(=O)NCC1OCCN1S(=O)(=O)c1ccc(C)cc1 (stereo not drawn) | -2 | 0 | -4 | -1.2 | -2 | -1 | 5 | 2 | 6 |
| Cc1ccc(C)c(NC(=O)CN2C(=O)c3ccccc3C2=O)c1 | -1 | -2 | -1 | -1.6 | -3 | 3 | 8 | 2 | -3 |
| O=S(=O)(c1ccccc1)N(Cc1ccc(Cl)cc1)c1ccncc1 | 0 | -6 | 0 | 1.8 | -5 | 6 | 3 | -1 | -5 |
| O=C(COC(=O)c1ccc(Br)o1)NCC(=O)Nc1ccc(F)cc1 | 3 | -3 | . | . | -8 | -9 | 0 | . | . |
| O=C(CCc1nc2ccccc2c(=O)[nH]1)N1CCCc2ccccc21 | -1 | -1 | 8 | -10 | 43* | 51* | 28 | 7 | 14 |
| CCCCn1c(N)c(S(=O)(=O)c2ccc(C)cc2)c2nc3ccccc3nc21 | -4 | 0 | -12 | 2.4 | 11 | 7 | 7 | -2 | -15 |
| N#C/C(=C\c1ccc[nH]1)C(=O)NCC1CCCO1 (stereo not drawn) | -7 | -3 | 1 | -1.6 | 1 | -1 | 0 | 0 | 5 |
| C=CCn1c(NCc2ccc(OC)cc2)nc2ccccc21 | 3 | 0 | 0 | 0.5 | 13 | 7 | 8 | -3 | 6 |
| CC(C)(C)NC(=O)CSc1nnc(-c2ccncc2)n1Cc1ccccc1 | 4 | 4 | 0 | -1.5 | -6 | -5 | 0 | -4 | 7 |
| CC1(C)Cc2c(sc(NC(=O)/C=C/C(=O)O)c2C#N)CO1 | -4 | 1 | 0 | -0.9 | 6 | 7 | 7 | 3 | -2 |
| O=C(COC(=O)C1CC2C=CC1C2)Nc1ccc2c(c1)OC(F)(F)O2 (stereo not drawn) | -1 | -2 | 0 | 0.2 | -5 | -3 | 12 | -1 | 2 |
| COc1cccc(CC(=O)OCC(=O)NCC(=O)Nc2cccc(C)c2C)c1 | 0 | 1 | -1 | 0.8 | -1 | 3 | 7 | -2 | -2 |
| O=C(COC(=O)c1cccc([N+](=O)[O-])c1)NCC1CCCO1 (stereo not drawn) | 1 | -2 | -1 | 0.5 | -6 | -4 | 4 | -5 | 3 |
| CCOC(=O)C1CCN(C(=O)c2cc3ccccc3oc2=O)CC1 | -2 | -5 | 6 | -1.3 | -3 | 1 | 8 | 5 | 8 |
| CCOC(=O)c1ccc(NC(=O)NC2CC3CCC(C2)N3Cc2nnnn2Cc2ccco2)cc1 (stereo not drawn) | -1 | 11 | 1 | 1.1 | 2 | 5 | 5 | -1 | -1 |
| Cc1ccc(CN2C(=O)c3ccccc3NC2c2cc(Br)ccc2O)cc1 (stereo not drawn) | -2 | -18 | -8 | 0.1 | 4 | 2 | 7 | -2 | -8 |
| COc1ccccc1-c1nnc(NC(=O)c2ccc(S(=O)(=O)N(C)Cc3ccccc3)cc2)o1 | 1 | 7 | 2 | . | 0 | -6 | -14 | 4 | -47 |
| COc1ccc(CCNc2oc(Cc3cccc4ccccc34)nc2C#N)cc1OC | 0 | -5 | -2 | 2.2 | -10 | 0 | 3 | 1 | -8 |
| Cc1ccc(O)c(-c2cc(C(F)(F)C(F)F)nc(-c3ccccc3)n2)c1 | -4 | 0 | -4 | 1.8 | -3 | 7 | 6 | -2 | -7 |
| C=CCC1(CC=C)CCCN1C(=O)CC1C(=O)NCCN1Cc1cc(OC)cc(OC)c1 (stereo not drawn) | -3 | -2 | 0 | 2.8 | 5 | 10 | 6 | -2 | 9 |
| CCN(CC)C(=O)Cn1cc(SCC(=O)NC)c2ccccc21 | 3 | -2 | 3 | 1.5 | -9 | -6 | 6 | 3 | 15 |
| CCCOc1ccccc1Nc1nnc(C)c(=O)[nH]1 | 0 | 0 | 1 | 0.2 | -1 | 0 | -4 | 2 | 3 |
| CCCCCNC(=O)CN(c1ccc2c(c1)OCO2)S(C)(=O)=O | 0 | 1 | -3 | -1.9 | 4 | 3 | 7 | -2 | 2 |
| CN1CCN(c2ncnc3scc(-c4ccccc4Cl)c23)CC1 | -2 | 4 | 1 | -0.2 | 8 | 5 | -10 | -3 | -2 |
| Cc1c(C(=O)N2CCOCC2)[nH]c2ccc(OCc3ccccc3)cc12 | -2 | -4 | 0 | 1.5 | -2 | 1 | 8 | 1 | 0 |
| CC(=O)c1c(C)[nH]c(C(=O)Nc2cccc(S(=O)(=O)N(C)c3ccccc3)c2)c1C | -6 | -29 | -11 | -1.7 | -3 | -2 | -2 | -1 | -26 |
| CC(C)C(=O)NC(Nc1ccc(S(N)(=O)=O)cc1)C(Cl)(Cl)Cl (stereo not drawn) | 0 | 3 | -4 | -2.0 | -5 | 4 | 4 | 4 | 5 |
| Cc1nc2ccc(C(=O)N3c4ccccc4CC3C)cc2s1 (stereo not drawn) | -4 | -9 | -3 | 0.8 | -9 | -2 | -1 | -2 | -11 |
| CC1Sc2ccc(S(=O)(=O)N3CCC(C(=O)N(C)Cc4ccccc4)CC3)cc2NC1=O (stereo not drawn) | -3 | 19 | 2 | 7.8 | 0 | 0 | 0 | 3 | -1 |
| CSc1ncc(C(=O)Nc2ccccc2Cl)c(C)n1 | -5 | -8 | -5 | 1.9 | 9 | 3 | 1 | 2 | 6 |
| Cc1ccccc1N=C1SCC(=O)N1Cc1ccccc1 | 3 | 1 | -1 | 0.1 | 7 | 5 | 3 | 1 | -8 |
| C=C(C)C1CC=C(C)/C(=N/NC(=O)c2ccc(NC(=O)c3cccc(C)c3)cc2)C1 (stereo not drawn) | -4 | -3 | 1 | -1.5 | -17 | -8 | 4 | 2 | -10 |
| O=C(c1ccccc1)N1CCN(C(=O)c2nn3c(C(F)(F)F)cc(-c4ccccc4)nc3c2Br)CC1 | 1 | -6 | 1 | 0.4 | 9 | 8 | 2 | -2 | 12 |
| O=C(/C=C/c1cn(CC(O)CN2CCCCC2)c2ccccc12)c1cccs1 (stereo not drawn) | 2 | 4 | -2 | -2.7 | -44 | -18 | -136 | 64* | -2 |
| CCOC(=O)N1CCN(C(=O)c2ccc(CS(=O)(=O)c3c(Cl)cccc3Cl)o2)CC1 | 1 | 4 | 2 | 1.0 | -2 | -2 | -2 | 1 | 1 |
| CC(/C=C1\SC(=S)N(NC(=O)c2cccc(O)c2)C1=O)=C\c1ccccc1 | -3 | -14 | -9 | 1.5 | -2 | -1 | -2 | 1 | 2 |
| CNC(=O)c1cc(C(=O)c2ccc(F)cc2C(F)(F)F)c[nH]1 | 1 | 4 | -2 | 0.4 | 2 | 4 | -5 | -1 | 8 |
| COc1cccc(-n2nnc(S(=O)(=O)c3ccc(C)cc3)c2N)c1 | 0 | -5 | 2 | 2.7 | 11 | 8 | 4 | 0 | -2 |
| NC(=O)c1nsc(C(=O)N(c2ccc(F)cc2)C(C(=O)NC2CCCC2)c2ccncc2)c1N (stereo not drawn) | -2 | 4 | 0 | -0.1 | 3 | 4 | 4 | 0 | -3 |
| CNc1nnc(-c2ccncc2)s1 | -5 | -3 | 1 | 1.4 | -3 | -2 | -10 | 4 | -2 |
| OC1CCN(c2cc(-c3ccccc3)nc3cc(-c4ccc(F)cc4)nn23)CC1 | 0 | 1 | 0 | -4.2 | -1 | 3 | -4 | 1 | 2 |
| Cc1ccc(C)c(NCCC#N)c1 | 1 | -2 | 2 | 0.5 | 1 | 0 | 0 | -2 | 1 |
| O=C(CCc1nnc2n(Cc3ccc(F)cc3)c(=O)c3ccccc3n12)NCCCN1CCOCC1 | 0 | -2 | 1 | 2.1 | -3 | 0 | 3 | 0 | 0 |
| O=C(CSc1ccc([N+](=O)[O-])cn1)Nc1ccc2c(c1)OCO2 | 3 | 7 | 5 | -0.8 | -5 | -1 | 0 | 1 | 12 |
| COCC(=O)N(Cc1cc2ccc(C)cc2[nH]c1=O)c1ccc(OC)cc1 | 0 | -1 | 1 | 0.4 | 7 | 5 | 4 | 0 | 3 |
| COc1ccc(NC2CCCN(C(=O)CCCn3cncn3)C2)cc1 (stereo not drawn) | 0 | 0 | -2 | -0.5 | 1 | 3 | 10 | 0 | 3 |
| CCCc1cc(=O)[nH]c(SCC(=O)N(C)C2CCS(=O)(=O)C2)n1 (stereo not drawn) | 1 | 1 | -1 | 2.0 | 0 | 4 | 4 | 6 | 12 |
| O=C1c2cccc(O)c2C(=O)c2c(O)cccc21 | -4 | 7 | 4 | -4.7 | 158* | 119* | 92* | -36 | 20 |
| COc1cccc(OCC(Cn2c(C)nc3ccccc32)OC(C)=O)c1 (stereo not drawn) | -2 | -1 | 5 | 3.2 | 2 | 1 | 7 | 5 | 13 |
| CCN(c1ccccc1)S(=O)(=O)c1ccc(Cl)c(C(=O)NCC2CCCO2)c1 (stereo not drawn) | -6 | -4 | 0 | 1.6 | -4 | 1 | -2 | 1 | 2 |
| Cc1ccc(N2C(=O)Nc3ccccc3S2(=O)=O)cc1Cl | 3 | -3 | 4 | 0.6 | 10 | 8 | 8 | -1 | 2 |
| COc1ccc(CNc2nc3ccccc3n2C)c(O)c1 | -3 | 4 | -2 | 0.1 | -4 | -3 | 1 | 4 | 6 |
| CCN(Cc1ccccc1)S(=O)(=O)c1cc(C(=O)NC(C)C2CC3CCC2C3)ccc1OC (stereo not drawn) | -1 | -6 | -3 | 0.3 | 1 | -3 | 2 | -2 | 1 |
| Cc1ccc(OCC(=O)NC(=S)Nc2ccc(Br)cn2)cc1C | -2 | 0 | -3 | 1.7 | -3 | 0 | -1 | -5 | -3 |
| Cc1cc(F)ccc1N1CCC(N2CCN(CCC(C)C)C(CCO)C2)CC1 (stereo not drawn) | 0 | 1 | -4 | 0.7 | -4 | -2 | 0 | -1 | -6 |
| Cc1c(O)nc(SCC(=O)Nc2ccc3c4c(cccc24)CC3)n(-c2ccccc2)c1=O | -2 | 1 | 2 | -2.8 | 12 | 10 | -5 | 0 | 5 |
| CCOCN(C(=O)Cn1cnc2ccccc21)c1c(C)cccc1CC | 0 | -3 | -4 | 1.4 | -1 | 7 | 4 | -1 | -5 |
| O=C(CSc1nnc(Cc2ccccc2)o1)NC1CCCCC1 | 1 | -8 | 4 | 2.3 | 12 | 5 | 9 | 0 | 4 |
| COC(=O)c1cnn2c3c(c(C)nc12)CCCC3 | 4 | 4 | 0 | -4.9 | 2 | 9 | 3 | -4 | 6 |
| CC1CN(c2nc3ccccc3nc2SCC(=O)Nc2cccc(C(F)(F)F)c2)CC(C)O1 (stereo not drawn) | -6 | -32 | -25 | 0.9 | -4 | 0 | 6 | -4 | -3 |
| COc1ccc(OC)c2[nH]c(=O)c(CCNS(=O)(=O)c3ccc(Cl)cc3)cc12 | 1 | 10 | 3 | . | 44* | 1 | -11 | 0 | 8 |
| Clc1ccc2c(c1)C1=C(C(c3ccncc3)O2)C(c2ccc(Br)cc2)n2ncnc2N1 (stereo not drawn) | 0 | -6 | -8 | 1.0 | -2 | 2 | 2 | 0 | -12 |
